# Compound activity: PubChem, several laboratories
# Rac1 GTP hydrolysis: MgcRacGAP GTPase-activating activity inhibitors, confirmation, biochemical, ADP Hunter fluorescence | MgcRacGAP-stimulated Rac1 GTP hydrolysis, ADP Hunter fluorescence; higher % means a stronger effect; GST-tagged Rac1 F28L mutant substrate | one-dose inhibition, % at 30 µM; IC50 in µM for titrated hits | 340,000 tested, 0.6% active | AID 624330;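 active means first-screen hits whose inhibition reached a set limit at any dose in the follow-up dose series; inconclusive means inhibition above the set first-screen limit but never retested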;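 further: fluorescence reports GDP produced by GAP-driven GTP hydrolysis; strong numbers were not always called active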
# LYP inhibition: inhibitors of LYP phosphatase, biochemical, fluorescence intensity, uHTS (AID 1779); recombinant LYP phosphatase, fluorescence intensity; higher % means a stronger effect; inhibition, % at 11.5 µM; hits with a dose series show IC50 in µM; 290,000 tested, 0.054% active; in the data active means inhibition above about 50%;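 further: plate controls were vehicle with enzyme for no effect and no enzyme for full effect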
# SV40 large T antigen: SV40 large T antigen inhibitors, biochemical (AID 1903); 310,000 tested, 0.39% active; SV40 large T antigen ATPase/helicase inhibition assay; higher % means a stronger effect; inhibition, % at 20 µM, or IC50 in µM where a hit was titrated; in the data active means a potency from the dose series; inconclusive means inhibition mostly from about 32% at the one dose, without a potency; inactive means the rest, 99 in 100 with inhibition below about 32%; further: strong numbers were not always called active
# T cell HTS: T cell immune modulation candidate. 2C CD8+ T cell-vesicle binding, flow cytometry; hits give low values. calls only at 7 µM. AID 2052. 330,000 tested, 0.068% active;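 active means response, share of CD8 T cells binding vesicles, and their 90th percentile fluorescence all below set limits, cut at about 80% in these data, passing the limit was not always enough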
#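 material = purified 2C TCR transgenic mouse naive CD8+ T cells | controls = Unloaded micro-vesicles (low), QL9 vesicles with 0.7% DMSO (high) | detection = cytometric PE anti-B7-1 and Alexa647 anti-CD8 signals after 1% paraformaldehyde fixation | incubation = binding step 1.5 h, 37 °C, antibody labelling 20 min, ice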
# Hep lipid drop: hepatic lipid droplet formation modulation; AML12 mouse hepatocytes, oleate lipid droplets, BODIPY imaging; inhibition, % at 6.5 µM; 240,000 tested, 0.4% active; AID 1656;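 active means lipid droplet intensity inhibited by at least 50%, with more than 500 cells counted; inconclusive means wells with under 300 cells, treated as cytotoxic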
#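 Assay system: AML12 mouse liver cells | Compound dosing: One dose, 6.5 µM compound | Read-out basis: Droplet intensity reduction, % inhibition | Measured by: Fluorescence imaging, 20x objective, two fields per well | Schedule: Overnight treatment with compound plus oleate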
# NTR1 agonist: NTR1-driven beta-arrestin-GFP spot formation – imaging, U2OS cells, high content, primary screen (AID 493036); P30989; agonist mode; activation, % at 20 µM; 330,000 tested, 0.17% active;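 active means activation at or above 40% of the spot to cytoplasm intensity ratio, with at least 20 cells analyzed; inconclusive means wells under 20 cells, flagged as cytotoxic or low count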;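 further: 0% = DMSO without peptide and 100% = 100 nM NTR1 peptide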
# Target sequence (P30989 whole entry, looked up): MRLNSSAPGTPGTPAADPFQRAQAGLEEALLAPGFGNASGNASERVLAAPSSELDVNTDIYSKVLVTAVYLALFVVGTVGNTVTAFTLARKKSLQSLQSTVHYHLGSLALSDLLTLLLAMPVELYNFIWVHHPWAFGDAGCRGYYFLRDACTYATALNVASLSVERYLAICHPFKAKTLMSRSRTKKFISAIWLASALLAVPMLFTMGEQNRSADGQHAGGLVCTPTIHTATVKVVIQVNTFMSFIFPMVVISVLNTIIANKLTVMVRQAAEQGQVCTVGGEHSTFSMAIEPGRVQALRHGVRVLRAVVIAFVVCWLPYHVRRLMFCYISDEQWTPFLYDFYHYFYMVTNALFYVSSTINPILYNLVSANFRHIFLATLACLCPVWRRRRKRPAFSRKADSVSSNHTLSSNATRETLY
# GPR55 beta-arrestin: GPR55 agonists via beta-arrestin recruitment, primary screen, imaging, U2OS cells, beta-arrestin-GFP redistribution (AID 1961); U2OS GPR55 beta-arrestin-GFP redistribution imaging; higher % means a stronger effect; activation, % at 10 µM, or EC50 in µM where a hit was titrated; 290,000 tested, 0.048% active;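 active means activation above 40% with more than 50 cells counted in the well; inconclusive means wells holding fewer than 50 cells, flagged as toxic or sparse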;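 further: U2OS osteosarcoma cells stably expressing GPR55 and beta-arrestin-GFP; plate controls were DMSO negative control for no effect and LPI positive control for full effect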
# GPR35 antagonists: GPR35 antagonists blocking zaprinast-driven arrestin recruitment, primary screen, imaging, U2OS, beta-arrestin-GFP, zaprinast agonist (AID 2058) | inhibition, % at 10 µM; hits with a dose series show IC50 in µM | 290,000 tested, 0.052% active | U2OS GPR35 beta-arrestin-GFP translocation imaging, zaprinast antagonism; higher % means a stronger effect;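 active means inhibition of at least 50% with at least 30 cells and total cytoplasm GFP at most 10,000,000; inconclusive means under 30 cells or total GFP of 10,000,000 plus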
# GPR55 antagonists: GPR55 antagonists blocking LPI-driven arrestin recruitment, primary screen, imaging, U2OS, beta-arrestin-GFP, LPI agonist (AID 2013); U2OS GPR55 beta-arrestin-GFP translocation imaging, LPI antagonism; higher % means a stronger effect; 290,000 tested, 0.13% active; inhibition, % at 10 µM, or IC50 in µM where a hit was titrated;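 active means spots per cell inhibited over 60%, with over 100 cells counted and total cytoplasm intensity under 500,000; inconclusive means wells with under 100 cells, flagged as likely toxic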;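 further: U2OS cells stably carrying GPR55 and arrestin-GFP stimulated by 5 µM LPI near EC80; imaged beta-arrestin-GFP aggregate spots per cell after agonist stimulation; plate controls were LPI-stimulated DMSO wells for no effect and DMSO wells without LPI for full effect; some results filed as inactive read as strong as hits; confirmed hits need IC50 under 10 µM and bright autofluorescent wells are also inconclusive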
# Hep lipid drop cells 6.5 µM: recorded beside Hep lipid drop, whose call it bears; cell count; measured here: cell count, cytotoxicity flag;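 cells counted across two imaged fields per well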
# T cell HTS vesicle-bound %: further read-out of T cell HTS, marked with its call; double positive events, %; measured here: CD8+ vesicle-bound cell fraction;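 binding gate set so that unloaded-vesicle control wells show 10% double positive cells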
# NTR1 agonist cell count 20 µM: further read-out of NTR1 agonist, marked with its call; cell count; measured here: cell count, cytotoxicity flag
# * hit, by the source's call; i = inactive; ? = inconclusive; · = not tested or not shown.
mol,Rac1 GTP hydrolysis,LYP inhibition,SV40 large T antigen,T cell HTS,T cell HTS vesicle-bound %,Hep lipid drop,Hep lipid drop cells 6.5 µM,NTR1 agonist,NTR1 agonist cell count 20 µM,GPR55 beta-arrestin,GPR35 antagonists,GPR55 antagonists
CC(C)OC(=O)CN1C(=O)C(C)(C)Oc2ccc(C(=O)NC(C)(C)C)cc21,6%,-12%,16%,i,54,6,710,-0.2,75,0.2%,8%,6%
COc1ccc(OC)c(S(=O)(=O)CC(O)CS(=O)(=O)c2ccccc2)c1 (stereo not given),6%,-9%,19%,i,16,1,875,2.6,62,-0.1%,6%,13%
CC1Cc2cc(C(=O)O)ccc2O1 (stereo not given),12%,-6%,2%,i,46,·,·,1.0,36,-0.3%,17%,-2%
COC(=O)CC/C(O)=C1\C(=O)CC(C)(C)CC1=NCCc1nc2ccccc2[nH]1,3%,-7%,4%,i,50,2,702,0.5,97,0.1%,-5%,5%
O=C(C1CC1)N1CCc2cc(S(=O)(=O)NCCC3=CCCCC3)ccc21,3%,-8%,6%,i,58,·,·,0.9,77,-0.1%,3%,11%
N#C/C(=C(/O)c1ccc(Cl)cc1)c1nc2ccccc2[nH]1,6%,-12%,6%,·,·,-1,826,-1.7,82,-0.2%,-3%,4%
CC(/C=C\C=C\c1ccccc1)=N\NC(=O)c1cncc(Br)c1,10%,-2%,13%,i,57,-1,685,3.6,65,-0.3%,-6%,18%
COc1ccccc1-n1cc(CN2CCN(CC(C)C)C(CCO)C2)cn1 (stereo not given),-9%,-8%,·,i,17,-6,729,0.7,55,0.2%,22%,5%
CCOc1ccc(NCCC(O)c2ccc(F)cc2)cc1 (stereo not given),·,-6%,24%,i,58,-24,672,0.7,45,-0.1%,8%,1%
COc1ccc(NC(=O)C2CCCN(c3nccc(C)n3)C2)cc1 (stereo not given),7%,-7%,6%,i,42,13,741,0.6,39,0.6%,-7%,8%
Cc1ccc(-c2onc3ccc(C=O)cc23)cc1,24%,-7%,20%,i,12,9,778,0.0,30,0.0%,-7%,5%
O=C(CNC(=O)c1ccccc1Br)N/N=C/c1cc(Br)ccc1O,3%,-6%,2%,i,45,4,717,-1.5,78,0.0%,-8%,3%

# Laid out differently: entries from further up
# Sequence of screens: Rac1 GTP hydrolysis	LYP inhibition	SV40 large T antigen	T cell HTS	T cell HTS vesicle-bound %	Hep lipid drop	Hep lipid drop cells 6.5 µM	NTR1 agonist	NTR1 agonist cell count 20 µM	GPR55 beta-arrestin	GPR35 antagonists	GPR55 antagonists
> COc1ccccc1-n1cc(CN2CCN(CC(C)C)C(CCO)C2)cn1 (stereo not given)
 : -9%	-8%	·	i	17	-6	729	0.7	55	0.2%	22%	5%
> CCOc1ccc(NCCC(O)c2ccc(F)cc2)cc1 (stereo not given)
 : ·	-6%	24%	i	58	-24	672	0.7	45	-0.1%	8%	1%

# (continued)
mol,Rac1 GTP hydrolysis,LYP inhibition,SV40 large T antigen,T cell HTS,T cell HTS vesicle-bound %,Hep lipid drop,Hep lipid drop cells 6.5 µM,NTR1 agonist,NTR1 agonist cell count 20 µM,GPR55 beta-arrestin,GPR35 antagonists,GPR55 antagonists
Cc1ccccc1NC(=O)C1CCN(S(=O)(=O)c2cccs2)CC1,7%,-8%,25%,i,38,2,649,3.5,67,0.6%,5%,-5%
Cc1cnc(NC(=O)C2CC=CCC2)s1 (stereo not given),6%,-14%,4%,i,21,6,804,-0.7,47,-0.4%,-3%,-1%
CC1Cc2ccccc2N1C(=O)COC(=O)Cn1nnc(-c2ccccc2)n1 (stereo not given),9%,3%,8%,i,28,-9,698,0.2,42,0.1%,-3%,0%
C=CCOc1c2ccc(C(=O)NC3CCCc4ccccc43)cc2nn1C (stereo not given),6%,-10%,2%,i,30,·,·,-3.6,107,-0.1%,-1%,-9%
O=Cc1ccc(OC(=O)c2cccnc2)cc1,5%,-6%,24%,i,51,-17,536,-2.1,73,-0.1%,10%,0%
Cc1ccc2c(NC(=S)NC(=O)c3ccccc3)cccc2n1,11%,6%,6%,i,8,-47,759,0.7,66,0.6%,7%,-5%
COCCn1c(SCC(=O)Nc2nnc(C)s2)nnc1-c1ccncc1,7%,-4%,8%,i,42,6,639,-1.1,41,0.2%,-2%,11%
O=C1CCCCC/C1=N/Nc1ccc(OCc2ccccc2)cc1,47%,-3%,6%,i,3,0,699,0.5,40,0.3%,1%,3%
CCN(C1CCCCC1)S(=O)(=O)c1ccc(OC)c(C)c1,4%,6%,5%,i,3,-8,761,2.7,61,0.0%,11%,7%
Cc1cc(-c2ccc(NC(=O)[C@@H]3CCCC[C@@H]3C(=O)O)c(C)c2)ccc1NC(=O)[C@@H]1CCCC[C@@H]1C(=O)O,14%,2%,10%,i,50,2,703,-0.6,50,-0.1%,10%,2%
CS(=O)(=O)c1ccc(C(=O)Nc2ccc(N3CCCCC3)cc2)c(Cl)c1,10%,2%,5%,i,38,·,·,0.0,83,1.3%,-7%,-4%
COc1cc(/C=C2/SC(=S)N(CC(=O)O)C2=O)ccc1OC(=O)c1ccco1,17%,-14%,23%,i,36,14,770,-1.4,32,0.0%,-5%,9%
Nc1nc(NCC2CCCO2)nc(Nc2ccc(F)cc2)c1[N+](=O)[O-] (stereo not given),5%,0%,4%,i,29,-1,670,6.6,74,0.5%,18%,5%
CC1CCN(CC(=O)NCCc2ccc(F)cc2)CC1,19%,-3%,·,i,40,-2,748,0.3,62,-0.1%,-11%,-2%
Cc1cccc(CN2C(=O)c3ccccc3S(=O)(=O)c3ccc(C(=O)NCCCN4CCCC4)cc32)c1,-6%,-9%,9%,i,9,-1,775,-0.7,58,0.6%,9%,4%
Cc1cccc(-n2c(SCc3ccc(C#N)cc3)nnc2-c2c[nH]c3ccccc23)c1,1%,13%,7%,i,43,-1,634,4.5,49,0.7%,0%,9%
c1ccc(-c2nc(-c3ccccn3)no2)cc1,14%,-2%,2%,i,32,3,704,2.4,47,-0.1%,-1%,0%
O=C(Nc1cccc(Cl)c1)N1CCN(C2c3ccccc3-c3ccccc32)CC1,5%,-1%,9%,i,18,46,689,2.2,41,-0.2%,-6%,11%
C=C1CC2C(=O)N(Cc3cc(OC)ccc3OC)C(C(=O)OCC)(C(=O)OCC)C1N2C(=O)OC(C)(C)C (stereo not given),1%,·,14%,i,33,·,·,-4.5,44,·,·,·
O=C(NC(C(=O)N/N=C/c1cccnc1)c1n[nH]c(=O)c2ccccc12)c1ccccc1 (stereo not given),0%,0%,4%,i,26,0,729,-0.5,64,-0.3%,-7%,1%
Cc1ccc(-c2csc3nc(=O)c(C)nn23)cc1,·,-8%,·,i,35,·,·,0.7,43,-0.3%,-2%,4%
NC(=O)c1ccc2nc(NC(=O)c3ccc(N)cc3)sc2c1,·,-1%,-1%,·,·,-1,662,-3.0,104,-0.2%,8%,2%
CCCCC1OC2(C)OC(=N)C1(C#N)C(C#N)(C#N)C2c1ccccc1 (stereo not given),-7%,-6%,7%,i,29,-2,700,·,·,0.6%,1%,3%
Cc1cccc(N2CCN(C(=O)c3cc4ccccc4oc3=O)CC2)c1C,7%,3%,6%,i,29,3,635,5.2,44,-0.3%,1%,-10%
CC(Sc1nc(-c2ccccc2)cc(C(F)(F)F)n1)C(=O)NCCN1CCOCC1 (stereo not given),5%,-5%,2%,i,12,·,·,2.0,50,-0.1%,-3%,-1%
O=C1/C(=C/c2cccs2)SC(=S)N1CCC(=O)N1CCCCC1CCO (stereo not given),12%,3%,10%,i,15,6,738,4.2,48,-0.2%,16%,-28%
Cc1ccc(-n2nnnc2-c2cccc(C)c2)cc1,1%,1%,18%,i,26,0,717,-0.8,59,-0.2%,-6%,9%
Cc1cccc(C)c1OCC(=O)NCc1ccccc1,9%,-8%,0%,i,55,-6,845,-0.8,87,0.4%,-5%,-4%
CC(Cc1cccs1)NC(=S)Nc1ccc(Cl)cc1 (stereo not given),3%,-2%,15%,i,40,0,702,2.2,84,0.5%,1%,2%
COc1ccc(-c2cc(C(F)(F)F)nc(-n3ccnc3C)n2)cc1,0%,-7%,4%,i,49,-7,584,3.8,42,-0.2%,12%,9%
CCC(=O)/C=C1\Sc2ccc(OC)cc2N1CCO,-2%,-1%,16%,i,27,0,745,-2.0,76,0.0%,-1%,-5%
CS(=O)(=O)N(Cc1ccc(Cl)cc1)c1ccc(C(=O)NCCC2=CCCCC2)cc1,7%,-6%,6%,i,33,28,822,4.6,55,0.5%,17%,-8%
NC(=O)CC(NC(=O)c1ccc(Br)cc1)c1ccc(NC2CCCCCC2)c([N+](=O)[O-])c1 (stereo not given),3%,-2%,8%,i,55,0,756,29,98,-0.2%,1%,-11%
O=C(N/N=C/c1ccc([N+](=O)[O-])cc1)c1cc2ccccc2o1,-7%,-6%,14%,i,29,1,708,0.1,52,0.3%,2%,11%
COC(CNC(=O)C1CCC(CNS(=O)(=O)c2c(C)cc(C)cc2C)CC1)OC (stereo not given),10%,-9%,4%,i,44,-3,795,-1.4,98,-0.2%,-19%,-1%
CCCn1nnc(NC(=O)c2cc(Br)ccc2OC)n1,-3%,-6%,0%,i,12,2,839,-0.8,50,-0.1%,-7%,6%
S=c1[nH]ncc2ccccc12,1%,-8%,-4%,i,24,·,·,-1.6,42,-0.2%,13%,-6%
CCN(CC1COc2ccccc2O1)C(=S)Nc1ccc(F)cc1 (stereo not given),5%,-6%,17%,i,39,-34,556,0.3,88,0.0%,9%,8%
C=CCNc1nc(=S)[nH]c2cc(OC)c(OC)cc12,?,-2%,13%,i,21,-20,560,-1.7,62,-0.5%,-13%,3%
CC(C)(C)c1ccc(C(=O)Nc2nonc2-c2nc3ccccc3[nH]2)cc1,8%,-2%,3%,i,54,0,650,3.6,67,-0.1%,3%,-4%
